Source: PubChem (The Scripps Research Institute Molecular Screening Center)
M5 PAM – human M5 muscarinic receptor positive allosteric modulators, primary screen, CHO-K1 cells, Fluo-8 calcium fluorescence; CHO-K1 hM5, ACh EC20 PAM; 0% = ACh EC20, 100% = ACh EC100; activation, % at 3 µM; 0.3% of 360,000 active; Muscarinic acetylcholine receptor M5 (Homo sapiens), P08912;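 active means activation above the run cutoff, the mean activation of all test compounds plus 3 SD, cut at about 18% in these data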
Target sequence (P08912 whole entry, looked up): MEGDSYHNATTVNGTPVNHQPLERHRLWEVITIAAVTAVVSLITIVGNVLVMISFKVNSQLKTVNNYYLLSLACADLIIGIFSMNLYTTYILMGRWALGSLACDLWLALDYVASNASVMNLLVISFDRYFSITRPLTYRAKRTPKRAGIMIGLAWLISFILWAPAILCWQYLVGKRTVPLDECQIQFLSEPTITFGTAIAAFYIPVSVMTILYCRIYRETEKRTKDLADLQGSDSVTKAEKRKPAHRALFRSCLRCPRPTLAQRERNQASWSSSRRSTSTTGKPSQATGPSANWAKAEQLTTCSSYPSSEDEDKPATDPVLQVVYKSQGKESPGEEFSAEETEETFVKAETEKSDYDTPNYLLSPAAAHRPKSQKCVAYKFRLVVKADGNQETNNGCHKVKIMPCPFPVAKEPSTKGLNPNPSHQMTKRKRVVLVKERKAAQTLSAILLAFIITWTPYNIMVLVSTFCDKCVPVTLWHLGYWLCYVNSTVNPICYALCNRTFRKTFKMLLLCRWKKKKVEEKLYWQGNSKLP
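Measured by: Fluo-8 calcium fluorescence; material: human M5 receptor in CHO-K1 cells; schedule: Post-acetylcholine fluorescence recording 140 s; benchmarks: low control EC20 acetylcholine (0%), high control EC100 acetylcholine (100%); read-out: Max/basal fluorescence ratio as % of EC20–EC100 ACh window; compound: single dose, 3 µM nominal final test concentration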
M5 antag – human M5 muscarinic receptor antagonists, primary screen, CHO cells, Fluo-8 calcium fluorescence. Muscarinic acetylcholine receptor M5 (Homo sapiens), P08912. AID 624040, 2012. CHO-hM5 cells, ACh EC80. 0.59% of 360,000 active. inhibition, % at 3 µM;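 active means inhibition above a per-plate cutoff, the mean of that plate's test compounds plus 3 SD, cut at about 27% in these data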;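 further: 0% = acetylcholine EC80 with DMSO and 100% = DMSO without agonist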
CHO-K1 Ca ag – counter-screen for M1 agonists: effect in parental CHO-K1 cells; activation, % at 3 µM; AID 602248, 2012; Fluo-8 calcium fluorescence; scaled to maximal ATP response, vehicle zero; 0.48% of 360,000 active; in the data active means activation above about 15%;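 further: untransfected CHO-K1 host cells lacking M1 receptor as counterscreen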
CHRM5 agonist – human M5 muscarinic receptor agonists, primary screen, CHO-K1 cells, Fluo-8 calcium fluorescence; CHO-K1 hM5 cells; 0% DMSO wells, 100% maximal acetylcholine response; Muscarinic acetylcholine receptor M5 (Homo sapiens), P08912; activation, % at 3 µM; 0.19% of 360,000 active;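 active means activation above the run's mean over test compounds plus 3 SD, cut at about 23% in these data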;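 further: signal is peak over basal fluorescence ratio across the kinetic read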
CHO-K1 Ca antag – nonselective inhibitor or artifact in parental CHO-K1 cells. inhibition, % at 3 µM. 0.6% of 360,000 active. ATP-induced calcium, Fluo-8 fluorescence;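 active means inhibition above a per-plate cutoff, the plate's mean sample inhibition plus 3 SD, cut at about 24% in these data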;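 further: 0% = DMSO plus EC80 ATP and 100% = DMSO alone without ATP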
CHRM4 agonist – human M4 muscarinic receptor agonists, primary screen, CHO-K1 cells, Fluo-8 calcium fluorescence. Muscarinic acetylcholine receptor M4 (Homo sapiens), P08173. CHO-K1 hM4/Gqi5; vehicle 0%, full acetylcholine response 100%. activation, % at 3 µM. 0.14% of 360,000 active;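 active means activation above the run mean over all test wells plus 3 SD, cut at about 32% in these data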;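 further: peak over basal fluorescence ratio per well then scaled between controls; 0% = DMSO wells and 100% = acetylcholine at EC100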
Target sequence (P08173 whole entry, looked up): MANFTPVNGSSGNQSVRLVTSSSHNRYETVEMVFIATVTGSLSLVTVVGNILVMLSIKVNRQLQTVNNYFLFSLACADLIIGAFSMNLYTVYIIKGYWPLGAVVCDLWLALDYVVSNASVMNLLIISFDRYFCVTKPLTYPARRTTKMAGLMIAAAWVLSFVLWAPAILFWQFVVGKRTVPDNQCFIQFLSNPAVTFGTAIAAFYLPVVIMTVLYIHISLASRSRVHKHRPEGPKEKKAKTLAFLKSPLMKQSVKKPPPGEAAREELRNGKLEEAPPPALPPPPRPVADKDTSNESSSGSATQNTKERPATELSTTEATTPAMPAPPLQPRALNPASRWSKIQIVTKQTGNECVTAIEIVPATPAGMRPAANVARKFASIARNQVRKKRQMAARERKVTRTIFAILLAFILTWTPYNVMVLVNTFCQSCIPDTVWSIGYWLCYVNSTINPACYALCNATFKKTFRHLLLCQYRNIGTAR
CHO-K1 Ca PAM – nonselective calcium activators in parental CHO-K1 cells, primary screen, counter-screen for M1 PAM project, cell-based, Fluo-8 calcium fluorescence, full deck, 1536-well; ATP EC20; 0% at ATP EC20, 100% at ATP max; activation, % at 3 µM; 0.02% of 360,000 active;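 active means activation above the run cutoff, the mean activation of all test compounds plus 3 SD, cut at about 40% in these data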;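 further: peak over basal fluorescence ratio in a 140 s read after ATP addition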
CHRM4 PAM – human M4 muscarinic receptor positive allosteric modulators, primary screen, CHO-K1 cells, Fluo-8 calcium fluorescence. CHO-K1 hM4/Gqi5, ACh EC20; 0% = ACh EC20, 100% = maximal ACh. activation, % at 3 µM. AID 624126, 2012. 0.4% of 360,000 active. Muscarinic acetylcholine receptor M4 (Homo sapiens), P08173;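 active means activation above its plate's cutoff, the mean activation of sample wells plus 3 SD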; further: some results filed as inactive read as strong as hits
M4 antag – human M4 muscarinic receptor antagonists, primary screen, CHO cells, Fluo-8 calcium fluorescence | Muscarinic acetylcholine receptor M4 (Homo sapiens), P08173 | CHO-hM4 cells, ACh EC80 | inhibition, % at 3 µM | 0.73% of 360,000 active;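 active means inhibition above its plate's cutoff, the mean inhibition of sample wells plus 3 SD, cut at about 27% in these data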;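 further: 0% = acetylcholine EC80 with DMSO and 100% = DMSO without agonist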
* hit, by the source's call.

SMILES	M5 PAM	M5 antag	CHO-K1 Ca ag	CHRM5 agonist	CHO-K1 Ca antag	CHRM4 agonist	CHO-K1 Ca PAM	CHRM4 PAM	M4 antag
CNc1nc(OCC(F)(F)F)nc(OCC(F)(F)F)n1	2	0	0.5	-2	-6	4	9	16	1
O=C(C1=C[C@@H](c2ccc(Br)cc2)C[C@@H](OCCCCO)O1)N1CCN(Cc2ccccc2)CC1	-4	7	0.8	-1	-19	4	20	1	3
O=C(COC(=O)C12CC3CC(CC(C3)C1)C2)Nc1nc2c(F)c(F)c(F)cc2s1	0	-1	1.1	-3	1	0	19	0	-2
Cn1c(Cc2cccs2)nnc1SCC(=O)Nc1ccccc1F	4	4	2.4	0	12	2	5	7	0
N#C/C(=C\c1ccc(O)cc1)C(=O)N1CCCC1	2	0	0.8	2	-5	0	-5	-10	6
COC(=O)CCC(=O)Nc1ccc(S(=O)(=O)Nc2nc(C)cc(C)n2)cc1	3	-6	0.4	9	-8	0	3	-4	3
O=C(NCc1ccc2c(c1)OCO2)c1cccnc1	4	-2	0.2	-2	-11	1	-3	7	2
C/C(=C\c1ccccc1)CN1CCN(c2ccccc2)CC1	-4	0	-0.2	-8	-19	-3	15	24	-12
Cn1c(SCC(=O)Nc2cccc(F)c2)nc2c([nH]c3ccccc32)c1=O	0	3	0.2	-2	-9	0	25	10	-4
CCn1c(-c2csc3c2CCCC3)n[nH]c1=S	2	-4	-0.1	-7	0	0	-4	0	-5
COc1ccc(OC)c(S(=O)(=O)N2CCC(C(=O)N3CCOCC3)CC2)c1	5	0	0.8	-2	-6	-1	23	-10	9
O=C(N/N=C/c1ccco1)c1cccc(S(=O)(=O)Nc2ccccc2Cl)c1	-3	-2	0.3	-3	-7	2	0	2	-11
C/C(=N\Nc1cccc(Cl)c1)C1(C)N(O)C(C)(C)C(c2ccco2)=[N+]1[O-] (stereo unspecified)	1	3	0.9	-2	-10	0	8	-3	-2
CC(C)(C)c1ccc(OCC(=O)N2CCCCCC2)c(Br)c1	3	0	-0.1	-2	11	0	2	9	-4
CCCCC1=CC2=C(c3ccco3)C(=O)C(C)(OC(=O)c3ccc(OC)cc3)C(=O)C2=CN1C1CC1 (stereo unspecified)	6	-4	1.7	0	-21	5	23	9	-12

Sorted by SMILES length (highest first): part of the list above.
SMILES	M5 PAM	M5 antag	CHO-K1 Ca ag	CHRM5 agonist	CHO-K1 Ca antag	CHRM4 agonist	CHO-K1 Ca PAM	CHRM4 PAM	M4 antag
CCCCC1=CC2=C(c3ccco3)C(=O)C(C)(OC(=O)c3ccc(OC)cc3)C(=O)C2=CN1C1CC1 (stereo unspecified)	6	-4	1.7	0	-21	5	23	9	-12
O=C(C1=C[C@@H](c2ccc(Br)cc2)C[C@@H](OCCCCO)O1)N1CCN(Cc2ccccc2)CC1	-4	7	0.8	-1	-19	4	20	1	3
C/C(=N\Nc1cccc(Cl)c1)C1(C)N(O)C(C)(C)C(c2ccco2)=[N+]1[O-] (stereo unspecified)	1	3	0.9	-2	-10	0	8	-3	-2
O=C(COC(=O)C12CC3CC(CC(C3)C1)C2)Nc1nc2c(F)c(F)c(F)cc2s1	0	-1	1.1	-3	1	0	19	0	-2
COC(=O)CCC(=O)Nc1ccc(S(=O)(=O)Nc2nc(C)cc(C)n2)cc1	3	-6	0.4	9	-8	0	3	-4	3
Cn1c(SCC(=O)Nc2cccc(F)c2)nc2c([nH]c3ccccc32)c1=O	0	3	0.2	-2	-9	0	25	10	-4
CC(C)(C)c1ccc(OCC(=O)N2CCCCCC2)c(Br)c1	3	0	-0.1	-2	11	0	2	9	-4
Cn1c(Cc2cccs2)nnc1SCC(=O)Nc1ccccc1F	4	4	2.4	0	12	2	5	7	0
CNc1nc(OCC(F)(F)F)nc(OCC(F)(F)F)n1	2	0	0.5	-2	-6	4	9	16	1
N#C/C(=C\c1ccc(O)cc1)C(=O)N1CCCC1	2	0	0.8	2	-5	0	-5	-10	6
CCn1c(-c2csc3c2CCCC3)n[nH]c1=S	2	-4	-0.1	-7	0	0	-4	0	-5

More compounds
SMILES	M5 PAM	M5 antag	CHO-K1 Ca ag	CHRM5 agonist	CHO-K1 Ca antag	CHRM4 agonist	CHO-K1 Ca PAM	CHRM4 PAM	M4 antag
O=C(c1ccccc1)c1ccc(OCC(O)CN2CCN(Cc3ccccc3)CC2)cc1 (stereo unspecified)	-5	5	3.8	-4	9	10	9	-17	0
Cc1ccc(NS(=O)(=O)c2ccc(C)c(C(=O)N3CCOCC3)c2)cc1	8	5	-0.4	-5	-4	1	-11	9	-4
COCCCNC(=O)Cn1nc(-c2ccc(C)cc2)ccc1=O	-2	2	-0.8	-2	-1	2	9	8	-5
CC(C)C[C@H](NC(=O)c1nc[nH]c1C(=O)N[C@@H](CCCCN)C(=O)OC(C)(C)C)C(=O)OC(C)(C)C	1	3	-0.2	2	-15	1	6	11	-10
CCCn1nnnc1NCc1cccc(OC)c1OC	4	-16	0.1	-1	4	2	1	-3	-17
Cc1ccc(S(=O)(=O)Nc2ccccc2F)cc1C(=O)NNC(=O)c1ccccc1O	-1	6	0.1	-2	13	1	-4	6	-9
O=C(Nc1ccc(NC(=O)c2ccccc2Cl)nc1)c1ccco1	-3	7	2.2	-3	-12	4	-10	-4	4
COc1ccc(NC(=O)N(C)C[C@H]2Oc3ccc(NS(=O)(=O)c4ccc(OC)cc4)cc3C(=O)N([C@H](C)CO)C[C@@H]2C)cc1	1	5	-0.4	1	1	1	-10	3	-1
CCOC(=O)/C(=N\Nc1cc(Cl)ccc1Cl)N1CCN(CC)CC1	6	-6	1.6	-7	-3	1	23	0	12
O=C(CC1SC(=NCc2ccccc2)NC1=O)Nc1ccccc1 (stereo unspecified)	-3	15	0.2	-4	-5	0	18	5	7
O=S(=O)(c1ccc(Cl)nc1)N1CCOCC1	-12	-1	-0.3	-2	17	2	-20	-3	3
COCC(=O)OCC(=O)N1N=C(c2ccc(Cl)cc2)CC1c1ccco1 (stereo unspecified)	9	-2	-0.7	-8	-19	1	4	5	-14
CCn1c(SCc2nc3ccccc3[nH]2)nnc1-c1ccncc1	4	-5	0.7	0	2	1	6	-7	5
CC(C(=O)NN)n1nnc(N2CCOCC2)n1 (stereo unspecified)	7	-5	0.3	5	-11	1	17	-6	-4
CCOCCCNC(=O)c1c[nH]c2cc(OC)ccc2c1=O	-1	8	1.0	-1	-11	1	11	6	-1
COc1ccc(Nc2cc(Sc3ccc(OC)cc3)ncn2)cc1	-17	8	12	2	-1	18	-12	-13	-2
COc1cc(OC)cc(C(=O)OCC(=O)NC2CCCCCCC2)c1	-5	4	0.7	-3	-11	0	20	0	0
CN(C)CCCN(C(=O)c1ccc(S(=O)(=O)N2CCCC2)cc1)c1nc2c(F)cc(F)cc2s1	-3	5	3.7	-8	-6	2	0	7	-2
CCOc1ccc2[nH]c(=O)c(CN(CCCN3CCOCC3)C(=O)Nc3ccc(F)cc3)cc2c1	-1	-1	2.0	5	-20	2	-5	-1	-11
O=C(/C=C/c1cc([N+](=O)[O-])ccc1OC(F)F)Nc1cccc2ccccc12	-5	-7	0.6	0	-4	1	19	-3	6
O=C(CSCc1ccccc1)N1CCN(c2ccccc2)CC1	-2	11	0.6	-2	-8	1	6	12	-1
O=C(COC(=O)c1cnccn1)c1cccc([N+](=O)[O-])c1	7	-6	0.6	1	-11	0	9	9	-9
COC(=O)c1nn(Cc2ccccc2)c(=O)c2ccccc12	5	-2	-0.9	2	-4	-3	-1	8	4
CCC1(c2ccc(F)cc2)NC(=O)N(CC(=O)Nc2cccc(S(=O)(=O)N3CCCC3)c2)C1=O (stereo unspecified)	16	-2	1.5	6	-12	4	6	5	6
O=C(NCC(c1ccco1)N1CCCCC1)c1cnc(Cl)c(Cl)c1 (stereo unspecified)	-11	-1	-0.1	-9	-10	0	-19	2	-5
CCC(=O)NC1CC2CCCC(C1)N2Cc1ccc(C)cc1 (stereo unspecified)	4	6	1.3	-24	-11	0	22	-11	13
CCCCn1c(N)c(N(Cc2ccccc2OC)C(=O)c2cc(CC)c(C)s2)c(=O)[nH]c1=O	-4	2	0.3	2	-3	0	5	20	-11
C=CCCC(=O)N1C[C@H]2CON(C)[C@H]2C[C@H]1c1ccccc1Br	-3	7	0.6	1	-10	1	12	2	-3
Cn1c(SCC(=O)Nc2ccccc2)nnc1-c1ccc(NC(=O)CCc2ccccc2)cc1	-2	6	0.9	1	-1	2	0	-5	11
Cc1ccc(C2CN(c3ccccc3)CC2C(=O)c2ccc(F)cc2)cc1 (stereo unspecified)	7	-17	-0.6	-1	-3	-1	10	15	-6
Cc1ccc(N2C(=O)CC(N3CCN(C4CCc5ccccc5C4)CC3)C2=O)cc1 (stereo unspecified)	3	-10	0.8	-4	-23	2	21	2	-17
CCCC1=NN(C(=O)CCc2ccccc2O)C(O)(C(F)(F)F)C1 (stereo unspecified)	5	-4	1.4	-2	-1	1	22	4	3
COc1cc(OC)cc(C(=O)N[C@H](C(=O)NCCc2c[nH]c3ccccc23)C(C)C)c1	-4	10	-0.7	-8	-8	2	-9	-1	-2
NC(=O)NC(Cc1ccccc1)C(=O)NNC(=O)COc1ccccc1Cl (stereo unspecified)	3	9	0.7	0	-3	1	8	3	0
COc1ccc(S(N)(=O)=O)cc1C(=O)OCC(=O)N1c2ccccc2NC(=O)C1(C)C	-4	1	-0.1	0	-5	0	-6	21	-21
COC(=O)c1ccc(C(=O)OC)c(NC(=S)N2CCN(c3cccc(Cl)c3)CC2)c1	-4	6	0.6	-4	-11	-2	23	-8	9
Cc1ccc(S(=O)(=O)N2Cc3ccccc3CC2C(=O)Nc2ccc3c(c2)OCO3)cc1 (stereo unspecified)	-22	3	1.4	-4	2	5	0	-8	-5
CN(C)C(=O)Cn1c(SCC(=O)NCc2ccc3c(c2)OCO3)nc2ccccc21	-6	-10	0.1	-1	-2	1	9	12	-10
Nc1ccccc1SCc1c(Cl)cccc1Cl	-4	10	0.3	-4	-17	-1	18	-4	-4

Shown as a markdown table: part of the list above.
| SMILES | M5 PAM | M5 antag | CHO-K1 Ca ag | CHRM5 agonist | CHO-K1 Ca antag | CHRM4 agonist | CHO-K1 Ca PAM | CHRM4 PAM | M4 antag |
| --- | --- | --- | --- | --- | --- | --- | --- | --- | --- |
| Cc1ccc(S(=O)(=O)N2Cc3ccccc3CC2C(=O)Nc2ccc3c(c2)OCO3)cc1 (stereo unspecified) | -22 | 3 | 1.4 | -4 | 2 | 5 | 0 | -8 | -5 |
| CN(C)C(=O)Cn1c(SCC(=O)NCc2ccc3c(c2)OCO3)nc2ccccc21 | -6 | -10 | 0.1 | -1 | -2 | 1 | 9 | 12 | -10 |
